POLI inh = qHTS for Inhibitors of Polymerase Iota; Potency, µM (highest dose often 115 µM), without a hit: top-dose activity, negative = inhibition, hits mostly inhibitors; actives 1% (n = 390,000); Pol iota fluorescent replication assay, 10 min
Target sequence (Q9UNA4 whole entry, looked up): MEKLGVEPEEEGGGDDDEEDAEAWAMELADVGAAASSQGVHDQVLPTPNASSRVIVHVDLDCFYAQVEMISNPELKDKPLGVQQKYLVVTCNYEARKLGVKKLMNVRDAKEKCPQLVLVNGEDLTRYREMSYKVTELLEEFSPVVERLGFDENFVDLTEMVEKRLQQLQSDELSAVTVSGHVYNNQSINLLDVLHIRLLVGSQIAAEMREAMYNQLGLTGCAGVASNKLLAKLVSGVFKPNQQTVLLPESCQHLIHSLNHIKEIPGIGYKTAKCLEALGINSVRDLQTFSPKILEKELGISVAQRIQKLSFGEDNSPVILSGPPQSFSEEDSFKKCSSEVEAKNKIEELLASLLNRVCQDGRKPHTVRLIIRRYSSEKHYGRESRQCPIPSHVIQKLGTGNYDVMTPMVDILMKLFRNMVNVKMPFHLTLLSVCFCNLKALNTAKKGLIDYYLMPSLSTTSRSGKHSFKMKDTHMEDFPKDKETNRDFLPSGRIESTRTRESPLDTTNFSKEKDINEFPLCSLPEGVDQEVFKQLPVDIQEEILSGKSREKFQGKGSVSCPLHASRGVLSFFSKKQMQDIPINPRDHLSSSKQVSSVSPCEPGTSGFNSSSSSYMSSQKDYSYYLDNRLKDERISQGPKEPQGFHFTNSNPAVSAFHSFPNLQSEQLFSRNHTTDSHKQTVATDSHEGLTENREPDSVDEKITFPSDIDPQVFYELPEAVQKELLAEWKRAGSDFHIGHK
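Pol iota at 10 nM preincubated 15 min with compounds at room temperature; reaction started with fluorescent substrate, 50 nM final. Fluorescence read kinetically at 0 and 10 min; buffer-only wells as negative control.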
Pol kappa inh = qHTS for Inhibitors of Polymerase Kappa; purified Pol kappa, fluorescent DNA synthesis assay, 10 min; Potency, µM (titrated, usually from 107 µM), without a hit: top-dose activity, negative = inhibition, hits mostly inhibitors; DNA polymerase kappa (Homo sapiens), Q9UBT6; actives 0.53% (n = 400,000); further: on the % scale 0 is the no-effect control and ±100 the full control effect
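10 nM Pol kappa was preincubated with compounds for 15 min at room temperature. Reaction started with 50 nM (final) substrate. Fluorescence read kinetically at 0 and 10 min.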
APEX1 inh = qHTS Assay for Inhibitors of the Human Apurinic/apyrimidinic Endonuclease 1 (APE1); DNA repair nuclease/redox regulator APEX1 (Homo sapiens), P27695; recombinant APE1, TAMRA/BHQ-2 abasic DNA cleavage fluorescence; Potency, µM (series often up to 65.8 µM), inactives show at the highest dose activity change, negative = inhibition, actives largely listed as inhibitors; actives 0.35% (n = 350,000);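 further: plate controls were vehicle for no effect and reference inhibitor for full effect; nearly all actives have a fitted effect of over 55% in size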
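Incision of a quenched TAMRA/BHQ-2 THF abasic-site duplex (50 nM) by 0.75 nM APE1, after 15 min compound preincubation, measured as fluorescence increase over three 60 s reads. Values normalized to buffer, DMSO and NSC13755 control wells.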
POLB inh = qHTS Assay for Inhibitors of DNA Polymerase Beta; P06746; Potency, µM (doses to about 114 µM), without a hit: top-dose activity change, negative = inhibition, usual class: inhibitors; AID 485314, 2010; actives 1.3% (n = 340,000); Pol beta primer extension/strand displacement, fluorescence kinetic; further: on the % scale 0 is the no-effect control and ±100 the full control effect
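Reaction started by 50 nM substrate onto compound-treated Pol beta (10 nM, 15 min preincubation, room temperature); plates read at 0 min and 10 min. Normalized concentration-effect data fitted by four-parameter Hill equation.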
G9a inh = qHTS Assay for Inhibitors of Histone Lysine Methyltransferase G9a | Histone-lysine N-methyltransferase EHMT2 (Homo sapiens), Q96KQ7 | G9a H3K9 monomethylation, AlphaScreen, 2 h | Potency, µM (series often up to 102 µM), for inactives: top-dose activity, negative = inhibition, actives largely listed as inhibitors | actives 8.8% (n = 350,000); further: on the % scale 0 is the no-effect control and ±100 the full control effect; nearly all actives have a fitted effect of over 75% in size
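G9a (20 nM) preincubated 15 min RT with compounds, then 500 nM biotinylated H3K9 peptide and 20 uM SAM added; 2 h RT reaction. Monomethyl-H3K9 product detected by AlphaScreen with anti-H3K9me1 antibody, streptavidin donor and anti-rabbit IgG acceptor beads.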
BAZ2B block = qHTS Assay for Inhibitors of BAZ2B | AlphaScreen BAZ2B-H3K14Ac peptide displacement | Potency, µM (titrated, usually from 114 µM), inactives show at the top dose activity change, negative = inhibition, usual class: inhibitors | actives 4.4% (n = 360,000); further: on the % scale 0 is the no-effect control and ±100 the full control effect; nearly all actives have a fitted effect of over 60% in size
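In this displacement format the biotinylated H3(5-23) peptide acetylated at Lys14 serves as ligand at 50 nM, with BAZ2B at 50 nM in PBS pH 7.4 containing 0.01% Tween-20. Donor and acceptor beads are 10 ug/mL final.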
BLM inh = qHTS Assay for Inhibitors of Bloom's syndrome helicase (BLM) | RecQ-like DNA helicase BLM (Homo sapiens), P54132 | Potency, µM (doses to about 56.1 µM), for the others: at the top dose activity change, negative = inhibition, hits mostly inhibitors | actives 0.2% (n = 350,000) | recombinant BLM DNA unwinding, fluorescence dequenching | AID 2528, 2010;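 further: plate controls were vehicle for no effect and no enzyme for full effect; nearly all actives have a fitted effect of over 35% in size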
Anesthetic bind = qHTS Assay for Identification of Novel General Anesthetics | AID 485281, 2010 | actives 0.074% (n = 350,000) | apoferritin/1-aminoanthracene competitive binding, fluorescence | Potency, µM (titrated, usually from 77.5 µM), inactives show at the top dose activity change, negative = displacement, usual class: inhibitors | Ferritin light chain (Equus caballus), P02791; further: on the % scale 0 is the no-effect control and ±100 the full control effect; nearly all actives have a fitted effect of over 20% in size
Target sequence (P02791 2-175 limits assumed): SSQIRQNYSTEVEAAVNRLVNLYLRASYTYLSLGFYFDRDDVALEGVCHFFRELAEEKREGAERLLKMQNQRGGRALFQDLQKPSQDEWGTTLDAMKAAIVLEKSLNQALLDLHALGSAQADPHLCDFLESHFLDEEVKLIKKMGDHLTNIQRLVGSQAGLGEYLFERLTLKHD
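Probe: 1-aminoanthracene (50% saturated, PBS). Protein: horse-spleen apoferritin, 10 uM. Incubation: 10 min, room temperature. Detection: 380 nm excitation, 535 nm emission. Analysis: normalized response, four-parameter Hill.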
POLH inh = qHTS for Inhibitors of Polymerase Eta; recombinant Pol eta, fluorescent DNA replication assay; actives 1.2% (n = 390,000); DNA polymerase eta (Homo sapiens), Q9Y253; AID 588591, 2011; Potency, µM (top dose mostly 114 µM), for inactives: at the highest dose activity change, negative = inhibition, usual class: inhibitors; further: on the % scale 0 is the no-effect control and ±100 the full control effect
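Pol eta (10 nM) was preincubated with compounds for 15 min at room temperature, after which fluorescent replication substrate (50 nM final) was added to start the reaction. Fluorescence was read kinetically at 0 and 10 min.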
The depositor's hits bear a star; [ ] = remark or other dose. The call rests on the fitted dose curve; in most records, active means well fitted curve in the direction sought with a large enough effect; inconclusive means small, poorly fitted or top-dose-only effect, or another doubt; inactive means no such curve, though single readings can be large; an effect the other way counts as inactive or inconclusive. Potency means the concentration at half of the fitted maximal effect.

For CCCCN(C(=O)c1ccc(Cl)c([N+](=O)[O-])c1)c1c(N)n(CCC)c(=O)[nH]c1=O the results were POLI inh 69%[activator], Pol kappa inh -2%, APEX1 inh -2%, POLB inh 1%, G9a inh 3%, BAZ2B block 0%, BLM inh 0%, Anesthetic bind 0% and POLH inh -16%.
Screening C[C@@H]1NC(=O)[C@H](CCC(N)=O)NC(=O)c2cc([N+](=O)[O-])cc(I)c2NCCC[C@@H](C(N)=O)NC1=O returned POLI inh inconclusive, Pol kappa inh -8%, APEX1 inh 3%, POLB inh -2%, G9a inh 50µM*, BAZ2B block -25%, BLM inh -9%, Anesthetic bind -6% and POLH inh -2%.
For Cn1cc(C(=O)C(=O)N2CCCc3ccccc32)c2ccccc21 the results were POLI inh 47%[activator], Pol kappa inh -13%, APEX1 inh 13%, POLB inh 31%, G9a inh 28%[59 µM], BAZ2B block -9%, BLM inh -2%, Anesthetic bind -20% and POLH inh -8%.
For CC(C)OCCCN(C)C1CCN(S(=O)(=O)c2ccc(-c3ccc(=O)[nH]n3)s2)CC1 the results were POLI inh 24%, Pol kappa inh 3%, APEX1 inh -4%, POLB inh -4%, G9a inh 20%, BAZ2B block -5%[57.1 µM], BLM inh -5%, Anesthetic bind 2% and POLH inh -6%.
Screening N#Cc1ccccc1OCCn1cncn1 returned POLI inh -16%, Pol kappa inh -4%, APEX1 inh 2%, POLB inh 17%, BAZ2B block -2%, BLM inh -1%, Anesthetic bind -12% and POLH inh -3%.
For CCc1nn(CC(=O)NCCCN(CC(C)C)CC(C)C)c(=O)c2cc3sc(C)cc3n12 the results were POLI inh 18%, Pol kappa inh 6%, POLB inh 16%, G9a inh 28%[59 µM], BAZ2B block 33%[activator], BLM inh 11%, Anesthetic bind -4% and POLH inh -13%.
COc1ccc(C2/C(=C(\O)c3ccc(OC)c(Cl)c3)C(=O)C(=O)N2CCN(C)C)cc1 (stereo unspecified) was read as POLI inh 36%[activator], Pol kappa inh -7%, APEX1 inh 4%, POLB inh 2%, G9a inh 79µM*, BAZ2B block -4%, BLM inh 0%, Anesthetic bind -14% and POLH inh -12%.
`CC(=O)N1CCN(Cc2nc(-c3cccc(Cl)c3)no2)CC1` gave POLI inh 8%, Pol kappa inh -7%, APEX1 inh -1%, POLB inh 2%, BAZ2B block -15%, BLM inh -6%, Anesthetic bind -5% and POLH inh -3%.
For O=C(c1ccc(S(=O)(=O)NCc2ccco2)cc1)N1CCN(Cc2ccccc2)CC1 the results were POLI inh 24%, Pol kappa inh -5%, APEX1 inh -3%, POLB inh -1%, G9a inh -24%, BAZ2B block -20%, BLM inh -2%, Anesthetic bind -6% and POLH inh -4%.
`COCCN1C(=O)c2ccc(C(=O)Nc3nccs3)cc2C1=O` gave POLI inh 25%, Pol kappa inh -8%, APEX1 inh -3%, POLB inh 35%, G9a inh 14%[12.7 µM], BAZ2B block 1%, BLM inh 2%, Anesthetic bind -12% and POLH inh 3%.

5 consecutive entries already listed, for reference:
For CC(C)OCCCN(C)C1CCN(S(=O)(=O)c2ccc(-c3ccc(=O)[nH]n3)s2)CC1 the results were POLI inh 24%, Pol kappa inh 3%, APEX1 inh -4%, POLB inh -4%, G9a inh 20%, BAZ2B block -5%[57.1 µM], BLM inh -5%, Anesthetic bind 2% and POLH inh -6%.
Screening N#Cc1ccccc1OCCn1cncn1 returned POLI inh -16%, Pol kappa inh -4%, APEX1 inh 2%, POLB inh 17%, BAZ2B block -2%, BLM inh -1%, Anesthetic bind -12% and POLH inh -3%.
For CCc1nn(CC(=O)NCCCN(CC(C)C)CC(C)C)c(=O)c2cc3sc(C)cc3n12 the results were POLI inh 18%, Pol kappa inh 6%, POLB inh 16%, G9a inh 28%[59 µM], BAZ2B block 33%[activator], BLM inh 11%, Anesthetic bind -4% and POLH inh -13%.
COc1ccc(C2/C(=C(\O)c3ccc(OC)c(Cl)c3)C(=O)C(=O)N2CCN(C)C)cc1 (stereo unspecified) was read as POLI inh 36%[activator], Pol kappa inh -7%, APEX1 inh 4%, POLB inh 2%, G9a inh 79µM*, BAZ2B block -4%, BLM inh 0%, Anesthetic bind -14% and POLH inh -12%.
`CC(=O)N1CCN(Cc2nc(-c3cccc(Cl)c3)no2)CC1` gave POLI inh 8%, Pol kappa inh -7%, APEX1 inh -1%, POLB inh 2%, BAZ2B block -15%, BLM inh -6%, Anesthetic bind -5% and POLH inh -3%.

Following part:
`O=C(Cn1nc2c(cc1=O)CCCC2)NCc1ccc(Cl)cc1` gave POLI inh 6%, Pol kappa inh -10%[60.1 µM], POLB inh -17%, G9a inh 3%[59 µM], BAZ2B block 3%, BLM inh 3%, Anesthetic bind -16% and POLH inh -7%.
CC1Cc2ccccc2N1S(=O)(=O)c1cccc(C(=O)NNC(=O)c2ccccc2F)c1 (stereo unspecified) was read as POLI inh 6%, Pol kappa inh -17%, APEX1 inh 10%, G9a inh -9%[59 µM], BAZ2B block -2% and POLH inh -23%.
For COC(=O)c1sc2nc(-c3ccccc3)c3c(c2c1N)CCCC3 the results were POLI inh -1%, Pol kappa inh -12%, APEX1 inh -1%, POLB inh 2%, G9a inh 160%[activator][59 µM], BAZ2B block -18%, BLM inh -1%, Anesthetic bind -11% and POLH inh -10%.
Screening O=C1[C@H]2[C@@H](c3ccc(F)cc3)N3C(=O)N(c4cccc(Br)c4)C(=O)[C@@]3(Cc3ccccc3)[C@H]2C(=O)N1C1CCCCC1 returned POLI inh -5%, Pol kappa inh -9%, APEX1 inh 16%, G9a inh -38%[2.33 µM], BAZ2B block -3% and POLH inh -7%.
CC(C)C[C@H](NC(=O)OC(C)(C)C)c1nnc(SCc2cccc(F)c2)o1 was read as POLI inh -3%, Pol kappa inh -18%, APEX1 inh 4%, POLB inh inconclusive, G9a inh -18%[12.7 µM], BAZ2B block 17%, BLM inh -9%, Anesthetic bind 4% and POLH inh -11%.
`COc1ccc(OCCNC(=O)/C=C/c2ccc([N+](=O)[O-])cc2)cc1` gave POLI inh 21%, Pol kappa inh -2%, APEX1 inh 0%, POLB inh -2%, G9a inh inconclusive, BAZ2B block inconclusive, BLM inh -2%, Anesthetic bind -4% and POLH inh -28%.
Screening CCOc1nc(C)cc(C)c1S(=O)(=O)c1ccc(Cl)cc1 returned POLI inh 14%, Pol kappa inh -3%, APEX1 inh inconclusive, POLB inh -10%, G9a inh 89%[activator], BAZ2B block 29%, BLM inh -10%, Anesthetic bind -9% and POLH inh -14%.
For Nc1oc2ccccc2c(=O)c1C=O the results were POLI inh 25%, Pol kappa inh 1%, APEX1 inh 10%, POLB inh 29%, G9a inh 52%[activator][59 µM], BAZ2B block -2%, BLM inh -14%, Anesthetic bind 10% and POLH inh -18%.
Cc1ccc2oc(C(=O)NCCC3CCCCO3)c(C)c2c1 (stereo unspecified) was read as POLI inh 45%[activator], Pol kappa inh 8%, APEX1 inh 30%, POLB inh 1%, G9a inh 44%, BAZ2B block -1%, BLM inh 3%, Anesthetic bind inconclusive and POLH inh -10%.
`Cn1c(SCc2n[nH]c(=S)n2-c2ccccc2)nnc1-c1ccccc1` gave POLI inh 15%, Pol kappa inh -8%, APEX1 inh -1%, POLB inh 31%, G9a inh 8.9µM*, BAZ2B block -1%, BLM inh 4%, Anesthetic bind 3% and POLH inh -19%.
`CC(C)N1CCC(N2CCN(Cc3ccc(-c4ccc(Cl)cc4)o3)CC2CCO)CC1` (stereo unspecified) gave POLI inh 5%, Pol kappa inh 1%, APEX1 inh -4%, POLB inh -20%, G9a inh inconclusive, BAZ2B block -29%, BLM inh -6%, Anesthetic bind -5% and POLH inh -9%.
For CC(Oc1ccc2c(c1)oc(=O)c1ccccc12)C(=O)NCC1CCC(C(=O)O)CC1 (stereo unspecified) the results were POLI inh 13%, Pol kappa inh -13%, APEX1 inh 24%, POLB inh 0%, G9a inh 0%, BAZ2B block -34%, BLM inh -3%, Anesthetic bind -1% and POLH inh -5%.
Screening COc1ccc(N2CC(NC(=O)N(C)CCC#N)CC2=O)cc1 (stereo unspecified) returned POLI inh 19%, Pol kappa inh -5%, APEX1 inh 1%, POLB inh 24%, G9a inh -20%, BAZ2B block -9%, BLM inh -1%, Anesthetic bind 2% and POLH inh -8%.
Screening CCn1c(COc2ccc(=O)n(-c3ccccc3)n2)nnc1SCc1ccc(C)cc1 returned POLI inh 41%[activator], Pol kappa inh -4%, APEX1 inh -9%, POLB inh 66%[activator], G9a inh 124%[activator][59 µM], BAZ2B block -36%[57.1 µM], BLM inh -7%, Anesthetic bind -19% and POLH inh -19%.
`O=[N+]([O-])c1ccc(C(O)CN2CCN(Cc3ccccc3)CC2)cc1` (stereo unspecified) gave POLI inh -8%, Pol kappa inh -19%, APEX1 inh 33%, POLB inh 26%, G9a inh -21%, BAZ2B block 2%, BLM inh -4%, Anesthetic bind -4% and POLH inh -13%.
Screening COC(=O)c1cccnc1NC(=S)NC(C)C returned POLI inh 73%[activator], Pol kappa inh 0%, APEX1 inh 24%, POLB inh 12%, G9a inh inconclusive, BAZ2B block 3%, BLM inh 1%, Anesthetic bind -14% and POLH inh -24%.

Screens: PubChem BioAssay, National Center for Advancing Translational Sciences (NCATS)

A portion of the library; count on the stated rates, not on these rows.
